# High-throughput results (PubChem)
# NCI-60 one-dose screen, 48 h, at 10 µM unless noted. Numbers give growth in % (100 = growth as untreated, 0 = no growth, -100 = all killed).
# HL-60(TB): HL-60(TB) leukemia cells. AID 1794776. actives 9% (n = 78,000); active = growth percent below 10
# Starred values were filed as active, the others as inactive; & = joins results of further samples; [ ] = another dose, or the depositor's remark. An excerpt, so the mix of outcomes need not match the whole.
item	mol	HL-60(TB)
1	CC(=O)NC(N)=S	71
2	CCOP(=O)(OCC)C(O)c1ccc(Cl)c(Cl)c1 (configuration not stated)	102
3	CC(C)=CCC[C@](C)(O)[C@H]1CC[C@]2(C)[C@@H]1CC[C@@H]1[C@@]3(C)CC[C@H](OCCC#N)C(C)(C)[C@@H]3CC[C@]12C	70
4	Cc1cc(C)nc(SC2=C(Nc3ccc(C)c(Cl)c3)C(=O)N(Cc3ccccc3)C2=O)n1	26[30 µM]
5	Nc1nc(Nc2ccccn2)nn1Cc1ccccc1	91
6	C=CCc1cc2c(cc1OC)OCO2	78
7	COc1ccc(/C=N/O)cc1	116
8	O=C(c1ccccc1)c1c2ccccc2cc2ccccc12	84
9	Cc1c(C[N+](C)(C)C)cc(C(C)C)cc1C(C)C	91
10	COc1ccc(NC(=O)c2sc3nc(C)c(C(=O)c4ccccc4)cc3c2N)cc1	79
11	O=C1c2ccccc2N=C(N/N=C/c2ccncc2)[C@@H]2CCCN12	99
12	Cc1[nH]c(C2CC(c3ccccc3)=NN2c2ccccc2)c(C)c1C(=O)O (configuration not stated)	101
13	N=C(N)c1ccc(-c2ccc(/C=C/c3ccccc3)s2)cc1	-40*
14	O=C1CC2CC=CCN2C=C1n1cccn1 (configuration not stated)	97
15	OCCN1CCCN(CCCN2c3ccccc3Sc3ccc(C(F)(F)F)cc32)CC1	45
16	CCOC(=O)/C(C#N)=C(\NC(=O)c1ccccc1)SC	101
17	Cc1ccc(S(=O)(=O)N(C)c2ccccc2)cc1	98&122
18	COC(=O)C#CC(=O)OC	106
19	O=c1[nH][nH]c(=O)c2ncccc12	86
20	CC[N+](C)(C)CCOc1ccc(OCC[N+](C)(C)CC)cc1	99
21	COc1cc2oc(C(=O)N[C@@H](Cc3ccccc3)C(O)C(=O)NCc3ccccc3)c(C)c(=O)c2cc1OC (some centres not stated)	108
22	C=CC[N+](C)(C)C	107
23	O=C(CCn1c[n+](CC(=O)c2ccc([N+](=O)[O-])cc2)c2ccccc21)Nc1cccc2cccnc12	88
24	COc1ccc(-c2nc3ccccc3[nH]2)cc1	120
25	COc1ccc(C(=O)COC(=O)[C@H](C[Se][Se]C[C@H](NC(=O)c2ccc(Br)cc2F)C(=O)OCC(=O)c2ccc(OC)cc2)NC(=O)c2ccc(Br)cc2F)cc1	2.8*
26	COc1cc(/C=C/C(=O)CC(=O)/C=C/c2ccc(O)c(OC)c2)ccc1O	0.4*
27	Clc1cc(Nc2ncnc3sc4c(c23)CCCC4)ccc1OCc1ccccc1	97
28	O=C(O)c1ccc(-n2cc(/C=N/Nc3ccc(F)c(Cl)c3)c(-c3cc(C(F)(F)F)cc(C(F)(F)F)c3)n2)cc1	52
29	CC(=O)c1ccc(NC(=O)c2ccccc2CN2C(=O)c3ccccc3C2=O)cc1	101
30	Cc1ccc(Cl)cc1N1CCN(C(=O)[C@H]2C[C@H]2c2ccc(F)cc2)CC1	62
31	O=C(NS(=O)(=O)c1ccccc1)n1cc(-c2ccncc2)c(-c2cc(O)cc(Cl)c2)n1	103
32	CCCCN(CCCC)CC(O)c1cccc(Br)c1 (configuration not stated)	75
33	OC(c1ccccc1)c1cccc2ccccc12 (configuration not stated)	58
34	COc1nc(N2CCOCC2)nc2cc(NCc3cccnc3)ccc12	80
35	COc1cccc2nc(Nc3cccc(NC(=O)c4ccc(N5CCN(C)CC5)c(C(F)(F)F)c4)c3)ccc12	38
36	CCOC(=O)c1c(O)cc(-c2ccc(Br)cc2)cc1-c1sc(N(C)Cc2ccccc2)nc1Cl	101
37	O=C(CCCn1c(O)c(/C=C2\C=Nc3ccccc32)sc1=S)Nc1ccc(O)cc1	99
38	CCOC(=O)c1c(C)nc(Nc2nc3ccccc3s2)nc1-c1ccc(Cl)cc1Cl	96
39	COc1ccc(-c2nc(-c3ccccc3O)cn3ccnc23)cc1	107
40	COc1ccc(Br)c(/C=C2\SC(=Nc3ccc(O)cc3)NC2=O)c1	77
41	CCN(CC)Cc1cc(C(C)(C)C)cc(N2CCOCC2)c1O	95
42	CC(=O)c1ccccc1	105
43	CCN(CC)c1ccc(C(=N)c2ccc(N(C)C)cc2)cc1	11
44	COc1ccc(Cl)cc1C(=O)Nc1nc2ccc(Cl)cc2s1	103
45	COc1cc(Br)cc2cc(C(=O)CSc3nnnn3-c3ccccc3)c(=O)oc12	113
46	COc1ccc(/C=C2\Oc3cc(OCCCCN4CCCC4)ccc3C2=O)cc1	92
47	O=S(=O)(Nc1ccc2[nH]ccc2c1)c1cc(C(F)(F)F)cc(C(F)(F)F)c1	84
48	C=CCOC(=O)/C=C(/CC(=O)OCC=C)C(=O)OCC=C	105
49	COC(=O)c1cc(-c2ccc(OC)c(OC)c2)[nH]c1N/N=C/c1c(Cl)cccc1Cl	3.5*
50	N[C@@H](Cc1c[nH]c2ccccc12)C(=O)Nc1nncs1	66
51	COc1ccc2nc(-c3ccc(-c4noc(-c5ccc(Cl)cc5)n4)cc3)[nH]c2c1	104
52	CCCCCCCC/C=C\CCCCCCCC(=O)OCCCCC	94
53	Cc1cccc(C)c1NC(=O)Cn1c(-c2cncs2)nc2ccccc21	107
54	CCCCC(c1ccccc1)N(C)CC(O)c1ccc(Cl)cc1 (configuration not stated)	64
55	CC(=O)OCC1OC(OC2C(COC(C)=O)OC(Sc3ccccc3)C(OC(C)=O)C2OC(C)=O)C(OC(C)=O)C(OC(C)=O)C1OC(C)=O (configuration not stated)	112
56	O=[N+]([O-])c1ccc2cc(O)c(=S)[nH]c2c1	112

# Further records follow.
item	mol	HL-60(TB)
57	CCCc1cc(=O)[nH]c(SCC(=O)c2ccc(C)cc2)n1	95
58	CC(C)=CCc1cc2c(cc1O)O[C@H](c1ccc(O)cc1)CC2=O	92
59	CO[C@H]1C(=O)C[C@H]2[C@@H]3CC=C4C[C@@H](O)CC[C@]4(C)[C@H]3CC[C@]12C	103
60	NS(=O)(=O)c1ccc(-c2nonc2Oc2ccccc2)cc1	91
61	NC(N)=NS(=O)(=O)c1ccc(N)cc1	66&101
62	O=C(NNc1ccc(Cl)cc1)c1ccc(Cc2n[nH]c(=O)c3cccnc23)cc1	98
63	Cc1cc(Cl)ccc1NC(=O)Oc1ccc(C#N)cc1	93
64	C[C@@H]1CC[C@@]2(OC1)O[C@H]1C[C@H]3[C@@H]4CC=C5c6sc(Nc7ccccn7)nc6CC[C@]5(C)[C@H]4CC[C@]3(C)[C@H]1[C@@H]2C	86
65	Cn1cc(-c2cc(N)n3nc(-c4c[nH]c5ccc(Br)cc45)cc3n2)c2cccnc21	-50*
66	O=C1/C(=C/c2ccc(O)c(O)c2)Oc2cc(O)ccc21	104&98
67	CCOC(=O)C(C)C(O)c1ccccc1 (configuration not stated)	105
68	CC1=CC(C)(C)NC(=S)N1c1cccc2c(S(=O)(=O)O)cccc12	114
69	C=C1C(=O)O[C@H]2[C@H]1CC/C(Cn1cc(-c3ccc(OC)cc3)nn1)=C\CC[C@@]1(C)O[C@@H]21	-35*
70	Nc1cc(NN=C(c2ccc(O)cc2)c2ccc(O)cc2)c([N+](=O)[O-])cc1[N+](=O)[O-]	66
71	CCCCCCCCc1cccc(C(=O)Nc2ccc(C)cc2C(=O)O)c1	106
72	Cc1nn(-c2ccc(Cl)cc2)c2ncnc(N/N=C/c3cccc(O)c3)c12	38
73	CCOC(=O)c1c(NC(=O)c2ccc(Cl)cc2)sc2c(CN(C)C)c(O)ccc12	12
74	Cc1c(C(=O)/C=C/Nc2cccc(C(=O)O)c2)sc2nc3ccccc3n12	99
75	CCc1ccc(Cc2cnc(NC(=O)C(=S)N3CCOCC3)s2)cc1	99
76	NC(=S)N/N=C/c1nccn1-c1ccccc1	130
77	O=C1CCCCC(=O)[C@H]2CC(=O)O[C@@H]2CO1	97
78	Cc1cccc(C(=O)N2C(=O)[C@@]3(c4ccccc42)[C@@H](c2ccc(F)cc2)[C@H](C(=O)c2ccc(O)cc2)[C@@H]2CCCN23)c1	56
79	CCOC(=O)CC[C@H](NC(=O)c1ccc(NC(=O)Cn2c(C)nc3c(c(C)nn3-c3ccc(F)cc3)c2=O)cc1)C(=O)OCC	117
80	CN(C)c1ccc(/C=C/C(=O)c2cccc(OCC(=O)O)c2)cc1	98
81	O=C(NN1C(=O)/C(=C/C=C/c2ccc([N+](=O)[O-])o2)SC1=S)c1ccc(O)cc1	-42*
82	COc1ccc(C(=O)NNc2nc(N3CCN(C4CCCCC4)CC3)nc(N3CCN(C(c4ccccc4)c4ccccc4)CC3)n2)cc1	60
83	Cc1ccc(NC(=S)N/C=C(\c2ccccc2)S(=O)Cc2ccccc2)c(C)c1 (configuration not stated)	97
84	COC(=O)c1nnn(-c2cccc(C(F)(F)F)c2)c1C(=O)c1ccc(Cl)c(Cl)c1	54
85	O=Cc1cc(C=O)c(O)c(/C=C2/SC(=O)NC2=O)c1	107
86	COc1ccc(-c2nnc(SCC(=O)Nc3ccc(C(C)=O)cc3)o2)cc1	47
87	C/C(=C(\C)c1ccc(N)cc1)c1ccc(N)cc1	72
88	S=C1NCC(c2ccccc2)S1 (configuration not stated)	97
89	CCCCCCCCCCN1C(=O)/C(=c2\sc3n(c2=O)C2C(NN=3)N(CC)C(=O)N2CC)c2ccccc21 (configuration not stated)	111
90	Cc1[nH]c2ccccc2c1/C=N/Nc1ncnc2sc3c(c12)CCN(CC(=O)OC(C)(C)C)C3	12
91	O=C1c2cccc3c(N4CCCCC4)ccc(c23)C(=O)N1c1nc2ccccc2s1	81
92	CC(=O)n1cc(CS)c(=O)[nH]c1=O	101
93	C#Cc1cccc(Nc2ncnc3cc4c(cc23)OCCOCCOCCO4)c1	88
94	CCCCCCCCCCCC[n+]1ccc(C(N)=O)cc1	-26*
95	CN(C)c1ccc(C(=O)c2ccc([N+](=O)[O-])cc2)cc1	97
96	CSC1=NC(c2ccc(Cl)cc2)C(C(C)=O)=C(C)N1 (configuration not stated)	97
97	C#CCN=C(N/N=C/c1ccc(Cl)cc1)NS(=O)(=O)c1c[nH]ccc1=S	155
98	N#Cc1c(-c2ccc(F)cc2)nc(SCc2ccccc2)nc1N1CCOCC1	69
99	COc1cc2c(cc1OC)CC(C)[N+](C)=C2 (configuration not stated)	92
100	c1ccc(CC[C@@H]2C[C@@H]3Cc4ccc5ccccc5c4N2O3)cc1	95
101	COC(=O)CC(NS(=O)(=O)/N=C1\NC(=O)NC1=C(Cl)Cl)C(=O)OC (configuration not stated)	102
102	COc1cc(NCCCCN=C(N)NC(N)=NC(C)C)c2ncccc2c1	56
103	O=c1c2cc(F)ccc2sc2c(NCCCNCCO)nc3ccccc3c12	6.5*
104	O=C(/C(=C/c1ccc([N+](=O)[O-])cc1)c1ccccc1)c1ccccc1	17
105	CN=C(NCCCOC)c1ccc(NC(=O)c2ccc(C(=O)Nc3ccc(C(=NC)NCCCOC)cc3)cc2)cc1	98
106	COC(=O)C(C)(C)C1Oc2cc(C)c(Cl)cc2C(=O)/C1=C\O (configuration not stated)	101
107	COc1cc2c3c([nH]c(=O)c2c(O)c1OC)CCCC3	96
108	O=C(C[n+]1cccc(CO)c1)c1ccc(Br)cc1	106
109	CN(C)c1ccc(/C=C/C(=O)c2ccc(NC(=O)CCN3CCCC3)cc2O)cc1	104
110	Cc1[nH]c(-c2nc3ccccc3[nH]2)c(C)c1C(=O)N1CCc2sccc2C1	99
111	CCN1CC2C3CCC(C)(O3)C2C1 (configuration not stated)	75
112	CCCOc1nc2c(c(=O)n(C)c(=O)n2C)n1C	107

# 4 compounds picked at random from the list so far:
item	mol	HL-60(TB)
107	COc1cc2c3c([nH]c(=O)c2c(O)c1OC)CCCC3	96
108	O=C(C[n+]1cccc(CO)c1)c1ccc(Br)cc1	106
105	CN=C(NCCCOC)c1ccc(NC(=O)c2ccc(C(=O)Nc3ccc(C(=NC)NCCCOC)cc3)cc2)cc1	98
110	Cc1[nH]c(-c2nc3ccccc3[nH]2)c(C)c1C(=O)N1CCc2sccc2C1	99

# Additional compounds
item	mol	HL-60(TB)
113	OC[C@@H](O)C(O[C@@H]1O[C@H](CO)[C@H](O)[C@H](O)[C@H]1O)[C@H](O)[C@@H](O)CO (some centres not stated)	95
114	Cc1ccc(S(N)(=O)=O)cc1N	99
115	Cc1[nH]c(-c2cccc(O)c2)c2c1C(=O)CCCC2	41
116	CCN(CC)CCNC(=O)C1(c2ccccc2)CCCCC1	102
117	Cc1cccc(Cc2cnc(NC(=O)c3ccc4nnsc4c3)s2)c1	94
118	CCOc1ccccc1Cn1ccnc1CCc1c(Cl)c(O)cc(O)c1C(=O)OC	106
119	O=P(c1ccccc1)(c1ccccc1)c1ccccc1	95
120	Oc1cccc(CCc2ccc(Oc3cc(CCc4cccc(O)c4)cc(O)c3O)cc2)c1	15
121	CCCCn1c(O)c(C=N)c(=O)n(CCCC)c1=O	96
122	Cc1ccc(NCC(=O)Nc2ccccc2C(=O)O)c(C)c1	110
123	COc1ccc(/C=C/c2cc[n+](C)cc2)cc1OC	70
124	CCNC(=O)OCC	99
125	CC1(C)CC(=O)c2c(nn(-c3ccc(Br)cc3)c2-c2cn(-c3ccccc3)nc2-c2ccc(N)cc2)C1	105
126	Cc1c(C(=O)/C=C/Nc2ccc(C(=O)O)cc2)sc2nc3ccccc3n12	100
127	O=S(=O)(O)c1ccc2ccccc2c1	93
128	COc1ccc(-c2cc3c4c(nc5ccccc5c4c2)CC(c2cc(OC)c(OC)c(OC)c2)O3)cc1 (configuration not stated)	106

# Brought forward from above: 5 compounds, followed by the next part.
item	mol	HL-60(TB)
124	CCNC(=O)OCC	99
125	CC1(C)CC(=O)c2c(nn(-c3ccc(Br)cc3)c2-c2cn(-c3ccccc3)nc2-c2ccc(N)cc2)C1	105
126	Cc1c(C(=O)/C=C/Nc2ccc(C(=O)O)cc2)sc2nc3ccccc3n12	100
127	O=S(=O)(O)c1ccc2ccccc2c1	93
128	COc1ccc(-c2cc3c4c(nc5ccccc5c4c2)CC(c2cc(OC)c(OC)c(OC)c2)O3)cc1 (configuration not stated)	106
129	CC(=O)CC(c1cccs1)c1c(-c2ccccc2)[nH]c2ccccc12 (configuration not stated)	100
130	Clc1ccc(-c2ccnc3c2c(-c2ccc(Cl)cc2)nn3-c2ccccc2)cc1	104
131	COc1cccc2cc3c(nc12)CC(c1ccccc1)CC3=O (configuration not stated)	94
132	CCCCNc1cc(Cl)nc(N)n1	93
